Epigenetic derep – Quantitative High-Throughput Screen for Regulators of Epigenetic Control | murine LDR cells, GFP reporter derepression, 30 h | Potency, µM (doses to about 53.9 µM), for inactives: at the top dose GFP activation, actives largely listed as activators | 280,000 compounds, 0.2% hits | AID 1865, 2009; further: % of control where 0% means no effect; nearly all actives have a fitted effect of over 60% in size
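In this reporter-derepression format, murine cells bearing a silenced integrated CMV-GFP locus incubate with test compound (30 h, 37 C), then are washed and imaged; fluorescent objects of 20–120 um count as induced cells.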
RECQ1 helicase – qHTS Assay for Inhibitors of RecQ-Like Dna Helicase 1 (RECQ1); Potency, µM (top dose mostly 57.3 µM), for inactives: at the top dose activity, negative = inhibition, hits mostly inhibitors; AID 2549, 2010; RECQ1 DNA unwinding, red fluorescence kinetic read; ATP-dependent DNA helicase Q1 (Homo sapiens), P46063; 240,000 compounds, 0.54% hits;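 further: plate controls were vehicle for no effect and no enzyme for full effect; nearly all actives have a fitted effect of over 30% in size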
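RECQ1T1 50 nM; forked duplex (20 bp + 30-nt ss tails) 200 nM, ATP 2 mM final; pH 8.0, 2 mM MgCl2, 2.5 ug/ml poly(dI-dC); 15 min compound preincubation; discontinuous kinetic read over 2 h at RT.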
IMPase Li inh – qHTS Assay for Identifying the Cell-Membrane Permeable IMPase Inhibitors: Potentiation with Lithium | CHO-M1 cells, IP1 TR-FRET (IP-One), carbachol + lithium | 210,000 compounds, 0.35% hits | Potency, µM (series often up to 59.4 µM), inactives show at the highest dose activity, negative = IMPase inhibition, most hits filed as inhibitors;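 further: IP1 builds up when IMPase is blocked and the TR-FRET signal falls; plate controls were basal vehicle for no effect and high inhibitor control for full effect; nearly all actives have a fitted effect of over 50% in size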
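CHO cells stably expressing M1 receptor (2000/well) were cultured 16–30 h, then exposed to compounds with a small lithium addition for 30 min at 37C. IP1 was measured by TR-FRET competition; AC50 from Hill fits.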
KinaseGlo FLuc – Counterscreen for Luciferase (Kinase-Glo TM) Inhibition | Luciferin 4-monooxygenase (Photuris pensylvanica), Q27757 | AID 1379, 2008 | Potency, µM (titrated, usually from 38.3 µM), for inactives: at the highest dose activity change, negative = inhibition, usual class: inhibitors | Kinase-Glo luciferase, ATP luminescence, 8 min | 200,000 compounds, 0.28% hits; further: on the % scale 0 is the no-effect control and ±100 the full control effect; nearly all actives have a fitted effect of over 60% in size
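Compound is pinned into ATP-containing buffer (10 uM ATP, imidazole pH 7.2, 7 mM MgCl2). Kinase-Glo luciferase reagent is then added. Light output is recorded following an 8-min room-temperature incubation.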
GoLoco inh red – qHTS Assay for Inhibitors of RGS12 GoLoco Motif Activity (Red Fluorophore) | AID 880, 2007 | Guanine nucleotide-binding protein G(i) subunit alpha-1 (Homo sapiens), P63096 | 230,000 compounds, 0.44% hits | Potency, µM (series often up to 61.6 µM), for the others: at the top dose activity, negative = inhibition, usual class: inhibitors | Gai1:RGS12 GoLoco peptide FP, rhodamine, 10 min; active means well fitted inhibition curve with a large enough effect, not every such curve was filed as active; inactive means no such curve, though single readings can be large or run the other way; further: on the % scale 0 is the no-effect control and ±100 the full control effect; nearly all actives have a fitted effect of over 30% in size; many of its hits are not listed in these tables
Target sequence (P63096 whole entry, looked up): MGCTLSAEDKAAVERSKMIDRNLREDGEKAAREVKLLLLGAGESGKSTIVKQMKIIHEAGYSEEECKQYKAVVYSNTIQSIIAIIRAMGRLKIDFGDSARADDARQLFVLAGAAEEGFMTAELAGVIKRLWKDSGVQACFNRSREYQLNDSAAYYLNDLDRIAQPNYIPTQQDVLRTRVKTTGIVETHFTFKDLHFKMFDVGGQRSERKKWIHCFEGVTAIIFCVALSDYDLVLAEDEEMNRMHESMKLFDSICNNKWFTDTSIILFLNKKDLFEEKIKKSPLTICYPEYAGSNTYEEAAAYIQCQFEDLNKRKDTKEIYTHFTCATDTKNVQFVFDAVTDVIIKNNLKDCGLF
NPSR antag – qHTS Assay for Antagonists of the Neuropeptide S Receptor: cAMP Signal Transduction; Q6W5P4; CHO-NPSR cells, cAMP TR-FRET, antagonist mode; Potency, µM (top dose mostly 38.3 µM), without a hit: at the highest dose activity change, negative = inhibition, usual class: inhibitors; 220,000 compounds, 1% hits; AID 1461, 2008; further: on the % scale 0 is the no-effect control and ±100 the full control effect; nearly all actives have a fitted effect of over 50% in size; many of its hits are not listed in these tables
Target sequence (Q6W5P4 whole entry, looked up): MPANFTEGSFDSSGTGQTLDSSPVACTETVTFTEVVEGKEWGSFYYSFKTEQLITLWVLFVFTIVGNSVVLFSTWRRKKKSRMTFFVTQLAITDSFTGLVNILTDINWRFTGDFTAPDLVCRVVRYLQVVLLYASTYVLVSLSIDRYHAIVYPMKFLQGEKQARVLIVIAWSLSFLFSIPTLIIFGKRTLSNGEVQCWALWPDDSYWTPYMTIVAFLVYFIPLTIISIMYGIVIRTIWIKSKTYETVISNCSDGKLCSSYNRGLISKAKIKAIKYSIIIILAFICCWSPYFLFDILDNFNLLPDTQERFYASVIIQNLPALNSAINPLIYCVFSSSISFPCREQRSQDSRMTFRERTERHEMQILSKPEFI
KDM4E inh – qHTS Assay for Inhibitors of Human Jumonji Domain Containing 2E (JMJD2E); JMJD2E catalytic domain, FDH-coupled NADH fluorescence (FDH is formaldehyde dehydrogenase); Potency, µM (doses to about 57.1 µM), for inactives: at the highest dose activity change, negative = inhibition, actives largely listed as inhibitors; 230,000 compounds, 1.6% hits; AID 2147, 2009; active means well fitted inhibition curve with a large enough effect, not every such curve was filed as active; inconclusive means small, poorly fitted or top-dose-only effect, or another doubt; inactive means no such curve, though single readings can be large or run the other way;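 further: 0% = wells with enzyme and -100% = buffer wells without enzyme; nearly all actives have a fitted effect of over 50% in size; many of its hits are not listed in these tables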
Target sequence (B2RXH2 1-337 limits assumed): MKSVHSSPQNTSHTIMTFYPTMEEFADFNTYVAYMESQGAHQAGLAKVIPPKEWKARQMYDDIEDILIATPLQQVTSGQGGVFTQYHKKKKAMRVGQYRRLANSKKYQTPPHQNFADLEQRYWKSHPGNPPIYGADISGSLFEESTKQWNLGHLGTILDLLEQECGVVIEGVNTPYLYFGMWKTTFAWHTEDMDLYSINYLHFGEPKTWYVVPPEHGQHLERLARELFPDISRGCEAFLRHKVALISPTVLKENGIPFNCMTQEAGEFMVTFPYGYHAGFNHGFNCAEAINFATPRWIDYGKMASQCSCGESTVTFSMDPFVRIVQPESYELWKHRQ
SMN2 splice enh – qHTS Assay for Enhancers of SMN2 Splice Variant Expression; HEK293 SMN2-luciferase splicing reporter, luminescence, 30-36 h; Potency, µM (highest dose often 46.1 µM), inactives show top-dose activity change, positive = activation, usual class: activators; 210,000 compounds, 2.8% hits; AID 1458, 2008; further: % of control where 0% means no effect; nearly all actives have a fitted effect of over 55% in size
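HEK293 cells carry an SMN2 minigene-luciferase reporter in which exon 7 inclusion puts luciferase in frame. Cells were seeded at 2000 cells/well, attached for 10-12 hours, then exposed to compounds for 30-36 hours at 37C before ONE-Glo luminescence.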
* marks the source's active call; other numbers are inactive results; i = inactive; u = inconclusive; x = no result given; & = joins results of further samples; [ ] = dose if it differs, or a comment. Unless noted, the call rests on the fitted dose curve; in most records, active means well fitted curve in the direction sought with a large enough effect; inconclusive means small, poorly fitted or top-dose-only effect, or another doubt; inactive means no such curve, though single readings can be large; an effect the other way counts as inactive or inconclusive. Potency means the concentration at half of the fitted maximal effect.

SMILES	Epigenetic derep	RECQ1 helicase	IMPase Li inh	KinaseGlo FLuc	GoLoco inh red	NPSR antag	KDM4E inh	SMN2 splice enh
CC1(C)CC(=O)C2(CC3=C(CC(C)(C)CC3=O)O2)C(=O)C1	-1.1%	-6%	-8%[38.3 µM]	-2%	-14%	u	5%	4%
Cc1ccc(N(C(=O)c2ccn[nH]2)C(C(=O)NC2CCCC2)c2cccs2)cc1 (stereo unspecified)	0.1%	i	-10%	3%	8%	-42%	-2%	-49%[inhibitor]
CC(C)N(C(=O)Cn1cnc2cc([N+](=O)[O-])ccc2c1=O)C(C)C	-3.8%	2%	3%	-2%	11%	14%	-22%	6%
N#Cc1c(N)n(-c2ccccc2N)c2nc3ccccc3nc12	0.7%	5%	x	x	19%	1%	-4%	x
COc1ccc(-c2ccc(S(=O)(=O)N3CCOCC3)cc2)cc1	0.9%	-8%	18%[38.3 µM]	2%	0%	-7%[46.1 µM]	u	-28%
C=CCOC(=O)C1=C(C)NC(=S)NC1c1cccs1 (stereo unspecified)	1.5%	-11%	-5%	-1%	1%	16%	-11%	10%
O=c1c2ccccc2nc2n1C(CSc1ccc(F)cc1)CN2 (stereo unspecified)	3.8%	2%	6%[38.3 µM]	0%	3%	-10%[46.1 µM]	-4%	-2%
COc1ccc(-n2cc(CNCCc3ncc(C)[nH]3)c(-c3ccccc3Cl)n2)cc1	-0.1%	-11%	9%	-5%	9%	9%	u	x
COc1ccc(OC)c(/C=N/NC(=O)c2cc[n+](CC(=O)c3ccccc3)cc2)c1	5.7%	-3%	-1%[38.3 µM]	15%	1%	0%[46.1 µM]	-21%	3%
CCOC(=O)c1c(NC(=O)COC(=O)c2cc(OC)c(OC)cc2[N+](=O)[O-])sc(C)c1CC	6.4%	0%	3%	-2%	18%	-29%	3%	-7%
Cc1ccc(N/C(N)=N/c2nc(CSc3nnc(N)s3)cc(=O)[nH]2)cc1	-0.3%	-10%	x	x	-4%	-9%[7.67 µM]	-6%	x
CCOC(=O)c1ccc(N=NN(C)C)cc1	-0.8%	-3%	x	x	-2%	5%	-4%	x
CC(C)NC(=O)c1onc(CSc2ccccc2)c1C(=O)O	-1.8%	-5%	-25%[38.3 µM]	1%	9%	2%[46.1 µM]	3%	15%
NC(=O)C1CCN(C(=O)/C=C/c2cc(Br)ccc2F)CC1	-3.2%	-1%	-1%	-2%	1%	7%	2%	u
O=C(Nc1cccn(Cc2c(Cl)cccc2Cl)c1=O)c1ccc(Cl)cc1	-1.3%	u	12%[38.3 µM]	-7%	5%	u	4%	-33%[inhibitor]
COc1ccc2c(C)cc(SCC(=O)Nc3ncc(Cl)cc3Cl)nc2c1	3.0%	2%	13µM*	-1%	51%[activator]	u	-1%	-9%
CC(NC(=S)NCCCN1CCOCC1)C12CC3CC(CC(C3)C1)C2 (stereo unspecified)	-1.5%	-2%	-4%	1%	7%	-14%	1%	7%
CCn1ccnc1CN(C)Cc1nc(-c2ccc3c(c2)OCO3)no1	-0.2%	i	13%	x	5%	-9%	-6%	x
Cc1ccc(-n2c3c(c(=O)[nH]c2=O)C(C(F)(F)F)(C(F)(F)F)NC(=O)N3)cc1	-3.2%	-9%	-6%[38.3 µM]	0%	17%	-7%[46.1 µM]	-1%	9%
Cc1nc(-c2ccccc2)cn(O)c1=O	-0.2%	0%	-7%	1%	8%	8%	u	2%
O=C(COC(=O)c1cncc(Br)c1)Nc1ccc2c(c1)OCO2	-4.1%	i	8%	1%	3%	-1%	-2%	16%
CC(C)(C)OC(=O)N1CCC[C@H]1C(=O)N/N=C/c1cccc2cccnc12	-1.3%	20%	x	x	2%	-18%	u	x
c1ccc(-c2nnc(-c3ccccn3)c(-c3ccccn3)n2)nc1	2.8%	2%	x	x	-1%	22%	4%	x
CSc1nnc(-c2cccc(NC(=O)c3ccccc3)c2)n1C	-1.2%	4%	x	x	-1%	12%	-1%	x
O=[N+]([O-])c1ccccc1N/N=C\c1ccccc1Cl	0.3%	-6%	17%[38.3 µM]	u	-3%	-2%[46.1 µM]	4%	7.9µM*
O=C(NC(NC(=S)N1CCOCC1)C(Cl)(Cl)Cl)c1ccc(Cl)cc1 (stereo unspecified)	-1.0%	-3%	-3%	4%	6%	-2%	-6%	-41%[inhibitor]
O=C(NC1CCCCC1)C(c1ccccn1)N(C(=O)c1csnn1)C1CCCCC1 (stereo unspecified)	1.1%	i	-8%	0%	6%	3%	3%	x
Fc1ccc(C2=NNC(=NCc3ccccc3)SC2)cc1F	-0.2%	-2%	-7%	0%	15%	-34%	-25%	u
CCOC(=O)NC(=O)/C(C=Nc1ccc(Cl)c(Cl)c1Cl)=C(\C)O	3.1%	5%	-1%	-1%	6%	-1%	2%	12%
CCn1c2ccccc2c2cc(/C=N/n3c(C)nnc3C)ccc21	-5.6%	-4%	36%[38.3 µM]	-1%	-3%	-26%[46.1 µM]	-3%	-60%[inhibitor]

Arranged by count of non-hydrogen atoms (smallest number first): some entries from above
SMILES	Epigenetic derep	RECQ1 helicase	IMPase Li inh	KinaseGlo FLuc	GoLoco inh red	NPSR antag	KDM4E inh	SMN2 splice enh
Cc1nc(-c2ccccc2)cn(O)c1=O	-0.2%	0%	-7%	1%	8%	8%	u	2%
O=[N+]([O-])c1ccccc1N/N=C\c1ccccc1Cl	0.3%	-6%	17%[38.3 µM]	u	-3%	-2%[46.1 µM]	4%	7.9µM*
Fc1ccc(C2=NNC(=NCc3ccccc3)SC2)cc1F	-0.2%	-2%	-7%	0%	15%	-34%	-25%	u
CSc1nnc(-c2cccc(NC(=O)c3ccccc3)c2)n1C	-1.2%	4%	x	x	-1%	12%	-1%	x
O=C(NC(NC(=S)N1CCOCC1)C(Cl)(Cl)Cl)c1ccc(Cl)cc1 (stereo unspecified)	-1.0%	-3%	-3%	4%	6%	-2%	-6%	-41%[inhibitor]
CC(C)(C)OC(=O)N1CCC[C@H]1C(=O)N/N=C/c1cccc2cccnc12	-1.3%	20%	x	x	2%	-18%	u	x
Cc1ccc(-n2c3c(c(=O)[nH]c2=O)C(C(F)(F)F)(C(F)(F)F)NC(=O)N3)cc1	-3.2%	-9%	-6%[38.3 µM]	0%	17%	-7%[46.1 µM]	-1%	9%
O=C(NC1CCCCC1)C(c1ccccn1)N(C(=O)c1csnn1)C1CCCCC1 (stereo unspecified)	1.1%	i	-8%	0%	6%	3%	3%	x

(more compounds)
SMILES	Epigenetic derep	RECQ1 helicase	IMPase Li inh	KinaseGlo FLuc	GoLoco inh red	NPSR antag	KDM4E inh	SMN2 splice enh
CCOc1cc(S(=O)(=O)NCc2cccnc2)c(C)cc1C	1.5%	i	12%	5%	-15%	-16%	8%	x
O=C(CNC(=O)C(c1ccccc1)c1ccccc1)N/N=C/c1ccc(O)c([N+](=O)[O-])c1	-0.9%	-4%	0%	-1%	5%	-20%	-2%	2%
O=C(NCc1ccccc1Cl)NCc1ccccc1Cl	1.4%	-15%	x	x	6%	-3%[7.67 µM]	-6%	x
c1ccc(Cc2nnc3sc(-c4ccco4)nn23)cc1	0.7%	u	8%[38.3 µM]	-1%	9%	-5%[46.1 µM]	9%	6%
COc1ccc(C2CC(c3ccc(Br)cc3)=NN2C(=O)CN2CCCC2)cc1 (stereo unspecified)	3.4%	14%	x	x	12%	-18%	-20%	x
Cc1cccc(C)c1-n1c(C)nn(CCOc2ccccc2)c1=O	1.1%	i	1%	2%	5%	-8%	12%	6%
O=C(CN1CCC(C(O)(c2ccccc2)c2ccccc2)CC1)Nc1ccccc1	-3.1%	u	16%[38.3 µM]	0%	-10%	u	0%	29%
O=C(N/N=C/c1ccc(OC(=O)c2ccccc2)cc1)c1ccc(CN2CCOCC2)cc1	4.2%	0%	8%[38.3 µM]	0%	10%	16%[46.1 µM]	0%	10%
Cc1ccc(Cl)cc1NC(=O)CCC(=O)O	-0.3%	1%	x	x	2%	-1%[7.67 µM]	8%	x
CCCCOC(=O)Nc1nnc(-c2ccccc2OC)s1	-6.3%	-1%	-4%[38.3 µM]	-3%	7%	-6%[46.1 µM]	u	-2%
CCC(CC)c1nc(C#N)c(NC(C)c2ccccc2)o1 (stereo unspecified)	8.1%	11%	-4%	-1%	0%	-26%	1%	-47%[inhibitor]
COc1ccc2nc(NC(=O)C3CCCO3)sc2c1 (stereo unspecified)	4.4%	-7%	8%	-4%	7%	-4%	-4%	x
CC(C(=O)N1CCOCC1)(c1ccccc1)c1ccccc1	2.1%	5%	18%[38.3 µM]	3%	7%	-1%[46.1 µM]	0%	u
O=C(NC1CCc2ccccc21)c1cc(COc2c(F)cccc2F)on1 (stereo unspecified)	0.0%	-3%	x	x	13%	5%	0%	x
CN(C)c1cc(Nc2cccc(O)c2)c([N+](=O)[O-])c2nonc12	12%	28%	x	x	-12%	-42%	-3%	x
CCOc1cc(NC(=S)NCCCN2CCOCC2)c(OCC)cc1NC(=O)c1ccccc1	0.0%	-5%	-3%	x	-11%	-16%	u	x
O=C(c1noc2c1CCCC2)N1CCN(C(c2ccccc2)c2ccccc2)CC1	0.9%	4%	12%[38.3 µM]	2%	-7%	u	3%	-32%[inhibitor]
CCN(CC)CCCC(C)n1c(-c2ccccc2)nc2c(NCc3ccccc3)nc(C)nc21 (stereo unspecified)	0.0%	0%	12%	1%	1%	x	u	-14%
CCN(Cc1ccccc1)C(=O)c1nn(-c2ccc(OC)cc2)c(=O)c2c1c1ccccc1n2C	1.1%&-1.3%	-15%	17%	x	3%	-27%	u	0%
CC(NC(=O)c1ccccc1N)c1ccccc1 (stereo unspecified)	0.1%	i	-2%	0%	4%	3%	u	3%

Screening results (PubChem)

This is a subset; the hit share may differ from the screen's.
